Mcl1-Bid inh: Mcl-1/Bid interaction inhibition | Q07820 | TR-FRET Mcl-1/Bid-Dy647 peptide binding, 1536-well | inhibition, % at 21.7 µM | 220,000 compounds, 0.97% hits | AID 1021;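 active means compounds that cut the binding signal by more than half at the single screening dose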;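 further: His-tagged Mcl-1 with europium anti-His antibody binding Bid BH3 peptide; 0% = Mcl-1 plus peptide wells and 100% = peptide-only wells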
Target sequence (Q07820 whole entry, looked up): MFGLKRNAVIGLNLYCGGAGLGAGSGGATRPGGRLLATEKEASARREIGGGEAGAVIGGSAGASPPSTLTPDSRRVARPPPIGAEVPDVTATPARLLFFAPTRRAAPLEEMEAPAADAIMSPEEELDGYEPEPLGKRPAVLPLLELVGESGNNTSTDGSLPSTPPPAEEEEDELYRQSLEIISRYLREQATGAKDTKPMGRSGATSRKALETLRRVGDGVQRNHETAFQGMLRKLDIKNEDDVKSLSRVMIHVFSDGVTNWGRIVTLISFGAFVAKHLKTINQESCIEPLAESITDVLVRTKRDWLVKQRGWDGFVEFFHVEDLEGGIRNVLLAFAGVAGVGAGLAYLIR
HRas wt GTP: human HRas wildtype GTP binding, change in either direction; 190,000 compounds, 0.14% hits; GTP binding activity, % at 10 µM; GST-Ras wt beads, Bodipy-FL-GTP binding, flow cytometry; actives lie on both sides; P01112;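 active means GTP binding activity at least 20% away from the 100% baseline, either lowered as inhibitor or raised as activator; inconclusive means flagged as likely green fluorescent, judged across all proteins in the well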;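 further: 0% = unlabeled GTP competition control and 100% = no-compound control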
Target sequence (P01112 whole entry, looked up): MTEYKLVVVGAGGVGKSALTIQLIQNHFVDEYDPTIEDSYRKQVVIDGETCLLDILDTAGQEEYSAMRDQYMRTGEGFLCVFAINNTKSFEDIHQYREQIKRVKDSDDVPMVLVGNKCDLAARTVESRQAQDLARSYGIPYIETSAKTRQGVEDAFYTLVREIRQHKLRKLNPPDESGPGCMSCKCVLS
Rac1 wt modul: human Rac1 wildtype GTP binding, inhibitors and activators; GTP binding activity (% of control), % at 10 µM; GST-Rac1 beads, fluorescent GTP binding, flow cytometry; actives lie on both sides; 0 = cold GTP competed, 100 = untreated; 190,000 compounds, 0.27% hits;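 active means GTP binding activity at least 20 points away from the 100% control level, either lower or higher; inconclusive means compound flagged as likely green fluorescent, judged across all proteins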
Rab7 wt modul: dog Rab7 wildtype GTP binding, inhibitors and activators. AID 758. GTP binding activity (percent of control), % at 10 µM. GST-Rab7 beads, fluorescent GTP binding, flow cytometry; actives lie on both sides; untreated = 100%, excess cold GTP = 0%. 190,000 compounds, 0.055% hits;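 active means fluorescent GTP binding to Rab7 beads changed by at least 20 points from the 100% baseline, either direction, mostly lower; inconclusive means compound itself probably fluorescent, or too few beads counted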;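 further: median green fluorescence of bound Bodipy-FL-GTP per Rab7 bead population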
Cdc42 wt: changes GTP binding to wildtype human Cdc42; P60953; 190,000 compounds, 0.2% hits; percent activity (GTP binding), % at 10 µM; GST-Cdc42 beads, Bodipy-GTP binding, flow cytometry; actives lie on both sides;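 active means percent activity GTP binding at least 20 points away from the 100% baseline, either down as inhibitor or up as activator; inconclusive means compound flagged as likely green fluorescent from well-wide comparison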;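 further: median bead fluorescence of bound Bodipy-FL-GTP at 100 nM; 0% = excess unlabeled GTP control and 100% = no compound control; below 100% means less GTP binding so inhibitor and above means activator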
Target sequence (P60953 whole entry, looked up): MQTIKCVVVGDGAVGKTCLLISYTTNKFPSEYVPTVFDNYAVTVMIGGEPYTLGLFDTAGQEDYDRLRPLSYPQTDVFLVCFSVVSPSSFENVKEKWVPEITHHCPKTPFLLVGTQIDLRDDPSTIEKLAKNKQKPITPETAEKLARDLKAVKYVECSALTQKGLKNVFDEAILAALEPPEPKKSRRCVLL
GSH bead fluor: GSH bead compound fluorescence profile; GSH beads flow cytometry, compound fluorescence 488/530 nm; active compounds read high; fluorescence (KMESF) at 10 µM; 190,000 compounds, 0.25% hits; AID 1776; in the data active means fluorescence above about 89;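 further: glutathione beads carrying GST-tagged Bcl family fusion proteins plus one bare bead set; values are compound well signal with DMSO vehicle wells as background; inactives centre near 16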
Mcl1 Noxa PPI: Mcl-1/Noxa interaction inhibition; inhibition, % at 21.7 µM; TR-FRET Mcl-1/Noxa peptide binding, 2 h; Q07820; 220,000 compounds, 1.5% hits;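 active means compounds that cut the protein-peptide binding signal by more than 50% relative to plate controls in a single-dose test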;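 further: His-tagged Mcl-1 with rhodamine Noxa BH3 peptide and terbium anti-His antibody; 0% = Mcl-1 plus Noxa peptide wells and 100% = peptide-only wells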
Rac1 act GTP bind: modulators of GTP binding to human Rac1 activated mutant; P63000; GST-Rac1 activated beads, fluorescent GTP binding, flow cytometry; actives lie on both sides; 100% means binding = to untreated wells; percent activity (GTP binding), % at 10 µM; 190,000 compounds, 0.11% hits; AID 764;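 active means GTP binding at least 20 percentage points away from the 100% baseline, in either direction, so actives lie on both sides; inconclusive means Compound likely fluorescent itself, or too few beads counted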
Pf gametocyte: kills late stage P. falciparum gametocytes; P. falciparum stage V gametocytes, ATP luminescence, 24 h; inhibition, % at 10.9 µM; 150,000 compounds, 0.065% hits; AID 743093;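 active means inhibition above the mean plus 3 SD of compounds within the control limits, set per campaign, cut at about 38% in these data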;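 further: 0% = DMSO wells and 100% = medium only without gametocytes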
Rab2A wt mod: changes GTP binding to wildtype dog Rab2A, up or down. 190,000 compounds, 0.19% hits. GTP binding activity, % at 10 µM. P61105. GST-Rab2 wt beads, Bodipy-GTP binding, flow cytometry;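 active means GTP binding activity at least 20 points away from 100%, either lowered or raised; inconclusive means signal likely due to the compound's own green fluorescence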;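 further: 0% = beads with excess unlabeled GTP and 100% = no-compound control corrected for plate trend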
Avidin fluor: avidin bead compound fluorescence profile; Avidin beads, compound fluorescence 488/530 nm, flow cytometry; active compounds read high; fluorescence (KMESF) at 10 µM; 220,000 compounds, 0.38% hits; in the data active means fluorescence above about 47; further: inactives centre near 10
* hit, by the source's call; ? = inconclusive; . = not tested or not shown. Random draw from the library; overall some 3% were active at least once.

SMILES	Mcl1-Bid inh	HRas wt GTP	Rac1 wt modul	Rab7 wt modul	Cdc42 wt	GSH bead fluor	Mcl1 Noxa PPI	Rac1 act GTP bind	Pf gametocyte	Rab2A wt mod	Avidin fluor
CCNC(=O)CC1C(=O)N(c2ccc(F)cc2)C(=O)N1CCc1ccc(OC)cc1 (stereo not given)	-37	104	106	102	105	25	8	102	-6	103	6
Cc1cc(NC(=O)CCC(=O)N(CC(=O)NC2CCCC2)c2ccc3c(c2)OCCO3)no1	-4	99	101	96	102	35	-3	98	.	95	8
Cc1cccc(N2C(=O)CC(N3CCN(c4cccc(C(F)(F)F)c4)CC3)C2=O)c1 (stereo not given)	3	100	100	101	100	28	12	99	6	98	6
S=C(NCc1ccccc1)NCc1ccc2c(c1)OCO2	-27	100	99	102	100	15	17	101	-2	96	7
O=c1[nH]c2ccc(S(=O)(=O)N3CCN(C4CCCCC4)CC3)cc2[nH]c1=O	-11	104	102	99	104	29	-1	100	.	102	12
COc1ccc(CNC(=O)c2ccc(CS(=O)(=O)Cc3ccccc3F)o2)cc1	-9	96	98	97	100	13	12	96	-31	99	12
Cc1c(N/C=C/C(=O)C(F)(F)F)c(=O)n(-c2ccccc2)n1C	-47	106	111	105	100	11	-11	105	-4	105	8
Cc1ccc(-c2nnc(N3CCCCC3)c3ccccc23)cc1S(=O)(=O)N(C)C	6	101	103	99	101	33	23	98	-17	98	9
CS(=O)(=O)N1N=C(c2ccccc2)CC1c1ccc2c(c1)OCO2 (stereo not given)	-51	?	?	?	?	65	-14	?	.	?	6
CCc1ccc2c(c1)C(=O)C(=O)N2CC(=O)Nc1ccc(NC(=O)c2ccccn2)cc1	31	92	95	93	94	18	32	93	6	93	11
COC(=O)C(NC(=O)CCc1c(C)nc2ncnn2c1C)C(C)C (stereo not given)	-18	101	105	100	101	24	8	100	9	99	25
CC(C)=NNc1nc(-c2ccc([N+](=O)[O-])cc2)cs1	-25	97	98	93	96	20	8	96	-18	96	10
O=C(CCNS(=O)(=O)c1ccc(Br)s1)Nc1ccc(Cl)cc1	2	97	99	97	97	28	14	97	.	96	13
CCOc1ccccc1C(=O)N1CCN(C(c2ccccc2)c2ccccc2)CC1	-5	94	92	91	94	11	-1	93	.	93	34
Cc1cn(C2OC(COC(=O)c3ccccc3)C(OC(=O)c3ccccc3)C2OC(=O)c2ccccc2)c(=O)[nH]c1=O (stereo not given)	-7	99	100	101	101	17	-18	100	.	99	7
O=C(N/N=C/c1cc2ccccc2nc1Cl)c1ccncc1	-2	91	87	86	90	16	18	95	-10	91	25
Cc1cc(=O)oc2cc(Oc3ncccc3[N+](=O)[O-])ccc12	-2	95	100	93	98	11	15	96	34	94	10
O=C1Nc2ccccc2N(O)N1c1ccc(S(=O)(=O)N2CCCCCC2)cc1	-4	96	102	99	97	6	14	98	-23	96	2
O=C(CCc1nc2ccccc2c(=O)[nH]1)NCc1ccccn1	-5	100	97	105	98	14	9	94	.	101	8
CN(C)C(=O)C(NC(=O)c1ccccc1)=C(Cl)Cl	-17	98	104	107	101	14	16	97	5	99	14
CCc1nc2cc(C)nn2c2nc3ccccc3n12	-16	92	87	94	93	30	.	91	.	92	8
Cc1onc(-c2c(F)cccc2Cl)c1C(=O)Nc1nnc(-c2ccccc2)s1	-4	102	103	95	101	12	28	98	-12	98	10
Cc1ccc(NC(=O)C2C3CCCC2C3c2ccccc2)cc1 (stereo not given)	-19	99	102	98	103	11	14	101	-6	96	16
CCCn1c(=S)[nH]c2ccccc2c1=O	-39	95	101	101	97	15	22	96	-11	95	9
O=C(Nc1cccc(Cl)c1)c1ccc(F)c(S(=O)(=O)NCc2ccc3c(c2)OCO3)c1	4	95	108	100	99	24	25	94	13	97	4
CNC(=O)c1ccc(-c2ccc(Cl)c(Cl)c2)s1	-24	96	95	95	97	11	2	96	3	95	9
O=C(Nc1nc2ccc(S(=O)(=O)N3CCCC3)cc2s1)C1CCCCC1	-28	99	99	101	102	16	30	97	0	99	18
Cc1ccccc1C(=O)Nc1ccccc1C(=O)NCC(C)C	10	98	96	92	97	15	12	98	4	98	12
O=C(NCCNC1CCC(c2ccccc2)CC1)c1ccc(F)cc1 (stereo not given)	38	101	102	97	98	17	25	99	5	101	9
COc1cc(NC(=S)N2CCC(C(O)(c3ccccc3)c3ccccc3)CC2)cc(OC)c1	-10	99	100	98	98	16	6	99	5	99	5
CCOc1ccccc1N(CC(=O)NC1CCCCC1)C(=O)CNC(=O)c1ccco1	-2	103	109	103	105	26	11	97	10	100	7
COc1ccc(NCc2nnc(SCc3ccccc3)n2-c2ccc(OC)cc2)cc1	-135	97	101	97	99	57	17	100	-5	98	26
COC(=O)c1cc2sc(Cl)cc2n1CC(=O)NCC1CCCO1 (stereo not given)	-21	100	103	97	102	19	27	99	.	98	38
COC(=O)CCCCC1SCC2NC(=O)NC21O (stereo not given)	-59	103	102	102	106	10	-16	100	.	103	4
CC(C)Nc1nc(Oc2ccc(Cl)cc2Cl)cc(C(F)(F)F)n1	-31	98	95	98	97	34	-4	93	-7	95	12
COc1cc(/C=C2/NC(=O)NC2=O)cc(Br)c1OCc1ccc(C(=O)O)cc1	-27	?	?	?	?	19	12	?	-22	?	5
O=[N+]([O-])c1cc(C(F)(F)F)ccc1N/N=C/c1cc2ccccc2nc1Cl	-7	98	97	102	99	21	9	95	.	98	10
NC(=O)C(c1ccc(Cl)cc1)c1ncc(C(F)(F)F)cc1Cl (stereo not given)	-14	96	102	94	98	15	4	98	18	97	17
COc1ccc(NC(=O)C2CCN(c3nc(C)cc(C)n3)CC2)cc1	8	99	100	96	98	17	14	97	-5	98	4
CCCCNC(=S)Nc1cc([N+](=O)[O-])ccc1C	-63	102	104	102	103	6	25	100	-8	102	12

The closing six entries of the section above come first, to join the parts.
SMILES	Mcl1-Bid inh	HRas wt GTP	Rac1 wt modul	Rab7 wt modul	Cdc42 wt	GSH bead fluor	Mcl1 Noxa PPI	Rac1 act GTP bind	Pf gametocyte	Rab2A wt mod	Avidin fluor
CC(C)Nc1nc(Oc2ccc(Cl)cc2Cl)cc(C(F)(F)F)n1	-31	98	95	98	97	34	-4	93	-7	95	12
COc1cc(/C=C2/NC(=O)NC2=O)cc(Br)c1OCc1ccc(C(=O)O)cc1	-27	?	?	?	?	19	12	?	-22	?	5
O=[N+]([O-])c1cc(C(F)(F)F)ccc1N/N=C/c1cc2ccccc2nc1Cl	-7	98	97	102	99	21	9	95	.	98	10
NC(=O)C(c1ccc(Cl)cc1)c1ncc(C(F)(F)F)cc1Cl (stereo not given)	-14	96	102	94	98	15	4	98	18	97	17
COc1ccc(NC(=O)C2CCN(c3nc(C)cc(C)n3)CC2)cc1	8	99	100	96	98	17	14	97	-5	98	4
CCCCNC(=S)Nc1cc([N+](=O)[O-])ccc1C	-63	102	104	102	103	6	25	100	-8	102	12
C=CCSc1nnc(NC(=O)c2nc(SCC)ncc2Cl)s1	-6	100	101	102	98	33	19	98	.	100	13
Nc1nc(SCC(=O)NC2CCCCCC2)[nH]c(=O)c1-c1ccccc1	2	103	105	102	107	16	19	100	.	104	9
CCOC(=O)c1c(CN2CCCCC2)n(C)c2cc(Br)c(OC)cc12	-14	102	98	96	100	27	-8	97	5	100	8
CC(NS(=O)(=O)c1ccc(CCC(=O)NCC2CCCO2)cc1)c1ccccc1 (stereo not given)	-13	102	100	101	98	12	-4	99	-3	101	13
O=C(COC(=O)/C=C/c1cccc(F)c1)Nc1ccccc1-c1ccccc1	-32	97	100	100	98	9	4	99	3	98	8
Cc1ccc(C(NC(=O)NCCCN2CCOCC2)=C(Cl)Cl)cc1F	-5	101	108	98	103	11	-4	99	.	103	5
CCN(c1ccccc1)S(=O)(=O)c1ccc(Cl)c(NC(=O)COC(=O)c2ccc[n+]([O-])c2)c1	-20	95	93	96	93	15	5	93	.	95	8
CCOC(=O)c1cccnc1SC(CC)C(=O)N1CCOCC1 (stereo not given)	-4	100	96	96	100	5	24	97	12	100	19
Cc1cc(C(=O)C(=O)N(C)C)c(C)n1-c1ccc(Cl)c(Cl)c1	-16	97	98	106	98	9	13	95	17	96	13
CCCCCC(=O)c1c(C)[nH]c(C(=O)OCC)c1C	0	104	113	102	105	20	18	101	20	100	4
CN1CCN(C(CNS(=O)(=O)c2ccc(Cl)cc2)c2cccnc2)CC1 (stereo not given)	-2	96	98	98	97	33	7	98	.	97	130*
CC(NC(=O)CN1CCC(C(N)=O)CC1)c1ccccc1 (stereo not given)	-31	108	103	105	107	13	-3	99	10	108	15
CCN(CC)C(=O)CN(c1cccc(OC)c1)S(=O)(=O)c1ccc(C)cc1	-23	104	113	101	108	12	10	103	.	105	8
O=C(COc1ccc2c(c1)OCO2)Nc1ccccc1C(F)(F)F	3	96	100	98	94	20	-5	93	.	97	7
COc1ccc(N2C(=O)CC(Sc3n[nH]c(-c4ccc(C)cc4)n3)C2=O)cc1 (stereo not given)	-33	98	99	103	99	9	36	94	1	97	7
CCC(C)(C)NC(=O)/C=C/c1cc(OC)c(OC)c(S(=O)(=O)N2CCc3ccccc32)c1	-31	100	102	108	98	10	12	98	.	101	5
CCOc1cc(-c2noc(CCC(=O)Nc3cccnc3)n2)ccc1OC	0	104	106	105	106	18	12	103	-5	105	6
